Bioassay records from PubChem BioAssay.
NPC1 prom act: activates the NPC1 promoter; Huh7 NPC1 promoter luciferase reporter, 24 h; Potency, µM (series often up to 9.22 µM), without a hit: at the top dose activation, most hits filed as activators; 2.4% of 320,000 active;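 note: potency is the fitted concentration of half-maximal effect; % of control where 0% means no effect; nearly all actives have a fitted effect of over 60% in size; reporter is driven by a mutant NPC1 promoter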
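Stable NPC1-promoter luciferase Huh7 line; cpd (DMSO) 24 h, 37 °C, 5% CO2; Amplite luciferase reagent 10 min RT; luminescence readout. qHTS format.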
Giardia killer: kills Giardia lamblia; Giardia lamblia trophozoite viability; activity change, % at 7.66 µM, hits read low; 0.15% of 340,000 active; AID 540267; in the data active = activity change below about -80%; inconclusive = between about -30% and that limit;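 note: parasites exposed to compound for two days anaerobically before the ATP read; % is set by controls: 0 for no effect and ±100 for the full control effect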
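Compounds were tested on trophozoites seeded at 100 cells/well and held 48 hrs at 37 deg C anaerobically. An ATP-based luminescent kit measured the remaining live cells.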
RORg inh: blocks mouse ROR gamma transcriptional activity; P51450; Drosophila S2 Gal4-RORgamma UAS-luciferase reporter, 20 h; Potency, µM (top dose mostly 53.6 µM), for inactives: at the top dose activity change, negative = inhibition, most hits filed as inhibitors; 5.4% of 310,000 active; AID 2551; note: potency is the fitted concentration of half-maximal effect; % is set by controls: 0 for no effect and ±100 for the full control effect; nearly all actives have a fitted effect of over 60% in size
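ROR gamma transcriptional activity was tracked as Gal4-UAS luciferase output in stably transfected Drosophila Schneider cells, with compound added 1 hr before 700 uM copper sulfate induction and a 20 hr ambient-temperature incubation.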
VP16 counter: inhibits Gal4-VP16 luciferase reporter, ROR gamma counter-screen; Drosophila S2 Gal4-VP16 UAS-luciferase, luminescence, 20 h; Potency, µM (highest dose often 53.6 µM), for the others: top-dose activity, negative = inhibition, actives largely listed as inhibitors; 3.5% of 310,000 active;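 note: Gal4-VP16 expression switched on by copper sulfate through the metallothionein promoter; potency is the fitted concentration of half-maximal effect; % is set by controls: 0 for no effect and ±100 for the full control effect; nearly all actives have a fitted effect of over 50% in size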
FBPA coupling cs: inhibits coupling enzyme system, counter-screen for aldolase hits. activity change, negative = inhibition, % at 58.2 µM, hits read low. AID 2472. coupling enzyme system counterscreen, AmpLite Red fluorescence. 0.67% of 290,000 active; in the data active = activity change below about -30%; note: % is set by controls: 0 for no effect and ±100 for the full control effect
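Counterscreen of the coupled detection system alone, without aldolase: glyceraldehyde-3-phosphate coupling enzymes plus AmpLite Red readout. Compounds at 57.5 uM final, 10 min RT preincubation, 20 min RT reaction, fluorescence 525/598 nm.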
KCNH2 3.1 block: blocks the human KCNH2 3.1 channel isoform. U2OS KCNH2 3.1, thallium flux FluxOr; hits give low values. activity change, % (tested at about 1.8 µM). 0.95% of 340,000 active. AID 720553;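 active = maximum activity change below -70%; inconclusive = maximum activity change from -70% to -50%; inactive = maximum activity change above -50%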;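 note: thallium influx rate constant from kinetic fluorescence after stimulation buffer; % is set by controls: 0 for no effect and ±100 for the full control effect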
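Virally transduced U2OS (3.1 isoform, 4 h infection in dark at RT) → overnight 37 C → FluxOr + Red40 in HBSS/HEPES, 45 min → stimulation buffer, 2 min kinetic read → rate constant vs DMSO controls.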
Tb PFK block: T. brucei PFK enzyme inhibition | 0.17% of 330,000 active | Potency, µM (top dose mostly 57.5 µM), without a hit: top-dose activity, negative = inhibition, usual class: inhibitors | T. brucei PFK, ADP-Glo luminescence | AID 485367;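 note: potency is the fitted concentration of half-maximal effect; 0% = uninhibited 1x PFK enzyme wells and -100% = no-enzyme wells; nearly all actives have a fitted effect of over 60% in size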
Target sequence (O15648 whole entry, looked up): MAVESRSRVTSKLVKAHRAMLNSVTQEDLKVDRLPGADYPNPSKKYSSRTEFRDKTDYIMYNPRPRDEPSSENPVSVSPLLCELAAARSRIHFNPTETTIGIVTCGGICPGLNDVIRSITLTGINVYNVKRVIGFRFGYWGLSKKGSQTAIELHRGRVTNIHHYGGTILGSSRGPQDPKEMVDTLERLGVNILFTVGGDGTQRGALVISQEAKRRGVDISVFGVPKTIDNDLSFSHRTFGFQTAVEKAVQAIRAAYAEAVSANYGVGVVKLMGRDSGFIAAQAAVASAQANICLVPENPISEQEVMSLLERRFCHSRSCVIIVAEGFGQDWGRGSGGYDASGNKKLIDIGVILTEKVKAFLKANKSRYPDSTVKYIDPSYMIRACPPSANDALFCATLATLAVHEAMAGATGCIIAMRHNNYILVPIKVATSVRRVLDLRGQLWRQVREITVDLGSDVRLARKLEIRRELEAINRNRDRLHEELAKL
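PFK 1.25 nM, F6P 0.5 mM, ATP 0.1 mM, 0.1 M TEA pH 8.0, 5 mM MgCl2, 0.01% Tween20, 0.1% BSA; 45 min RT. ADP-Glo readout. qHTS titration up to 57 uM; curves fitted, compounds curve-classed.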
ELG1 genotoxic: induces genotoxicity in HEK293T cells with luciferase-tagged ELG1. HEK293T ELG1-luciferase reporter, luminescence, 16 h. AID 504466. Potency, µM (top dose mostly 46 µM), without a hit: at the top dose activity change, positive = activation, actives largely listed as activators. 1.3% of 330,000 active; note: potency is the fitted concentration of half-maximal effect; % of control where 0% means no effect; nearly all actives have a fitted effect of over 60% in size
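16 hr compound incubation (37 °C, 5% CO2) of HEK293T cells carrying luciferase-tagged ELG1; luciferase then measured by ONE-Glo luminescence after 30 min at RT.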
FLuc counter: firefly luciferase modulation, counter-screen for miR-21 project | P08659 | purified FLuc, Km substrates, luminescence inhibition | Potency, µM (series often up to 57.5 µM), for inactives: at the highest dose activity change, negative = inhibition, usual class: inhibitors | 6.9% of 360,000 active | AID 588342;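 note: potency is the fitted concentration of half-maximal effect; plate controls were vehicle for no effect and reference inhibitor for full effect; nearly all actives have a fitted effect of over 55% in size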
Target sequence (P08659 whole entry, looked up): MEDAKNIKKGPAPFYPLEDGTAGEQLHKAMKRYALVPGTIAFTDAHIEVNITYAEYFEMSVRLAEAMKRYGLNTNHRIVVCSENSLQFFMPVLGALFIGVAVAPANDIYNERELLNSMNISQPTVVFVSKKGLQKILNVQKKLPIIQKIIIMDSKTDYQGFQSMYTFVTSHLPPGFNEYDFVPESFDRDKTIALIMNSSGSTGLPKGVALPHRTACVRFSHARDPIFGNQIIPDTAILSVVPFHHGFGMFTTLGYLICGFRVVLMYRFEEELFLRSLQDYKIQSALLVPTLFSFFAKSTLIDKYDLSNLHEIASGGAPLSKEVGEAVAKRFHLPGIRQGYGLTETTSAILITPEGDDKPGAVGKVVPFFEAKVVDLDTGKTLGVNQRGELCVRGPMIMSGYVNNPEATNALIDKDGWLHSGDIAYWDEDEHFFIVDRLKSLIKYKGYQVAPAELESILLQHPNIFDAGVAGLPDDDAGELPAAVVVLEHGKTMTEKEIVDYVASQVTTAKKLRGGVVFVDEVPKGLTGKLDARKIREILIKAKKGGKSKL
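Purified P. pyralis luciferase (10nM final) with 10uM D-luciferin and 10uM ATP (Km levels) in 50mM Tris acetate pH 7.5, 10mM Mg acetate, 0.01% Tween-20, 0.05% BSA; qHTS 6-point titration, ~60 µM downward; luminescence read.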
uPA surface inh: inhibitors of cell surface uPA generation; AID 540303; 0.31% of 330,000 active; Potency, µM (top dose mostly 38.3 µM), inactives show at the top dose activity change, negative = inhibition, most hits filed as inhibitors; cell surface uPA generation assay, qHTS; active = well fitted inhibition curve with a large enough effect; inconclusive = small, poorly fitted or top-dose-only effect; inactive = no such curve, though single readings can be large or run the other way; tested in mouse RAW 264.7 cells; note: potency is the fitted concentration of half-maximal effect; % is set by controls: 0 for no effect and ±100 for the full control effect; nearly all actives have a fitted effect of over 55% in size
Rab9 promoter act: activates the Rab9 promoter; Huh7 Rab9 promoter-luciferase reporter, luminescence, 24 h; Potency, µM (series often up to 9.22 µM), inactives show at the highest dose activation, negative = inhibition, actives largely listed as activators; 2.8% of 320,000 active; AID 485297; note: potency is the fitted concentration of half-maximal effect; % of control where 0% means no effect; nearly all actives have a fitted effect of over 60% in size
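Huh7 reporter line, Rab9 promoter upstream of luciferase. Compound exposure 24 h at 37 °C in reduced-serum medium with 10% FBS. Read-out: luminescence.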
Numbers without * were called inactive; [ ] = another dose, or the depositor's remark. Unless noted, calls come from the whole dose curve; as a rule, active = well fitted curve in the direction sought with a large enough effect; inconclusive = small, poorly fitted or top-dose-only effect, or another doubt; inactive = no such curve, though single readings can be large; an effect the other way counts as inactive or inconclusive.

For CC1CN(CCOCCSc2ccc(Cl)cc2)CC(C)O1 (stereo unspecified) the results were NPC1 prom act 2%, Giardia killer inconclusive, RORg inh -7%[1.91 µM], VP16 counter 20%, FBPA coupling cs 0, KCNH2 3.1 block -2, Tb PFK block -3%, ELG1 genotoxic -1%, FLuc counter -8%, uPA surface inh -7% and Rab9 promoter act 2%.
For COc1cc(NC(=O)COC(C)=O)c(C)cc1[N+](=O)[O-] the results were NPC1 prom act -1%, Giardia killer 23, RORg inh 0%, VP16 counter -3%, FBPA coupling cs -1, KCNH2 3.1 block 18, Tb PFK block 4%, ELG1 genotoxic 0%, FLuc counter 0%, uPA surface inh 5% and Rab9 promoter act -8%.
CCOC(=O)C1=C(C)Nc2nnnn2C1c1cccnc1 (stereo unspecified) was read as NPC1 prom act -1%, Giardia killer 22, RORg inh 1%, VP16 counter -1%, FBPA coupling cs -1, KCNH2 3.1 block 7, Tb PFK block 2%, ELG1 genotoxic 1%, FLuc counter 3%, uPA surface inh -1% and Rab9 promoter act -3%.
For O=C(O)CSCc1cn2cc(Cl)ccc2n1 the results were NPC1 prom act -2%, Giardia killer 7, RORg inh -10%, VP16 counter -24%, FBPA coupling cs 2, KCNH2 3.1 block 9, Tb PFK block 5%, ELG1 genotoxic -5%, FLuc counter -18%, uPA surface inh 1% and Rab9 promoter act -5%.
Cc1cc(NC(=O)COC(=O)c2ccccc2NCCO)no1 was read as Giardia killer -15, KCNH2 3.1 block -10, Tb PFK block -5%, ELG1 genotoxic 9% and uPA surface inh -3%.
Screening Cc1oc(-c2cccc(F)c2)nc1CN1CCCCC1CCc1ccccn1 (stereo unspecified) returned NPC1 prom act -2%, Giardia killer 15, RORg inh -17%, VP16 counter -18%, FBPA coupling cs -1, KCNH2 3.1 block inconclusive, Tb PFK block -1%, ELG1 genotoxic -10%, FLuc counter 3%, uPA surface inh -4% and Rab9 promoter act -6%.
`CCN(CC(=O)NCc1cccs1)C(=O)/C=C/c1cccc(Br)c1` gave NPC1 prom act -4%, Giardia killer -5, KCNH2 3.1 block -9, Tb PFK block 2%, ELG1 genotoxic -1%, FLuc counter 2%, uPA surface inh 3% and Rab9 promoter act 0%.
Screening Cc1cccc(NC(=O)C2CCCC2)c1 returned NPC1 prom act 0%, Giardia killer -12, RORg inh 39%, VP16 counter -5%, FBPA coupling cs 0, KCNH2 3.1 block 8, Tb PFK block -2%, ELG1 genotoxic 1%, FLuc counter -4% and Rab9 promoter act 13%.
Screening COC(=O)[C@H](CC(C)C)NS(=O)(=O)c1ccccc1 returned NPC1 prom act 1%, Giardia killer -21, RORg inh -11%, VP16 counter -8%, FBPA coupling cs -3, KCNH2 3.1 block 1, Tb PFK block 0%, ELG1 genotoxic -1%, FLuc counter 1%, uPA surface inh -4% and Rab9 promoter act -3%.
COc1ccc(Cl)c(Cn2c(NCC(C)O)nc3c2c(=O)n(C)c(=O)n3C)c1 (stereo unspecified) was read as NPC1 prom act -1%, Giardia killer -20, RORg inh inconclusive, VP16 counter inconclusive, FBPA coupling cs -3, KCNH2 3.1 block -14, Tb PFK block -2%, ELG1 genotoxic -1%, FLuc counter 3%, uPA surface inh 6% and Rab9 promoter act 7%.
Screening Cc1ccc2nc3c(cc(C(=O)NCCCn4ccnc4)n3C)c(=O)n2c1 returned NPC1 prom act -4%, Giardia killer 34[activator], RORg inh -26%, VP16 counter 0%, FBPA coupling cs -1, KCNH2 3.1 block 2, Tb PFK block 0%, ELG1 genotoxic 6%, FLuc counter 2%, uPA surface inh -3% and Rab9 promoter act -10%.
Cc1ccc(NC(=O)C2CCN(S(=O)(=O)c3ccc4c(c3)OCCO4)CC2)nc1 was read as NPC1 prom act 1%, Giardia killer 5, KCNH2 3.1 block 4, Tb PFK block -3%, ELG1 genotoxic 1%, FLuc counter 1%, uPA surface inh 16% and Rab9 promoter act 1%.
For Cc1ccc(CNC(=O)Cc2ccc(Br)cc2)cc1 the results were NPC1 prom act -22%, Giardia killer 11, RORg inh 36%, VP16 counter 18%, FBPA coupling cs -4, KCNH2 3.1 block -9, Tb PFK block -3%, ELG1 genotoxic 7%, FLuc counter 5%, uPA surface inh 2% and Rab9 promoter act 9%.
Cc1ccc(CSc2nnc(-c3ccccc3N)c(=O)[nH]2)cc1 was read as NPC1 prom act 6%, Giardia killer -10, RORg inh -5%, VP16 counter -10%, FBPA coupling cs 7, KCNH2 3.1 block -8, Tb PFK block 5%, ELG1 genotoxic 6%, FLuc counter inconclusive and Rab9 promoter act -2%.
Screening COCCCN(C(=S)NC(=O)C12CC3CC(CC(C3)C1)C2)c1c(N)n(Cc2ccccc2)c(=O)[nH]c1=O returned NPC1 prom act -5%, Giardia killer 11, RORg inh inconclusive, VP16 counter 0%, FBPA coupling cs 0, KCNH2 3.1 block 13, Tb PFK block 2%, ELG1 genotoxic 2%, FLuc counter -1%, uPA surface inh 1% and Rab9 promoter act -11%.
For COc1ccc2sc(N3C(=O)CC(Cc4cccc(C)c4)C3=O)nc2c1 (stereo unspecified) the results were NPC1 prom act -2%, Giardia killer -7, RORg inh inconclusive, VP16 counter -3%, FBPA coupling cs 3, KCNH2 3.1 block -15, Tb PFK block 0%, ELG1 genotoxic 0%, FLuc counter inconclusive, uPA surface inh 1% and Rab9 promoter act 3%.
`O=C(CC1C(=O)NCCN1C(=O)Nc1ccccc1)Nc1ccc2c(c1)OCO2` (stereo unspecified) gave NPC1 prom act 12%, Giardia killer -6, RORg inh 10%, VP16 counter 0%, FBPA coupling cs 1, KCNH2 3.1 block 5, Tb PFK block 3%, ELG1 genotoxic 2%, FLuc counter 17%, uPA surface inh 7% and Rab9 promoter act -3%.
For O=C(CSc1ncccc1C(=O)O)NC1CCCCC1 the results were NPC1 prom act -2%, Giardia killer 26, RORg inh 10%, VP16 counter 0%, FBPA coupling cs -3, KCNH2 3.1 block 29, Tb PFK block 0%, ELG1 genotoxic -1%[9.26 µM], FLuc counter 0%, uPA surface inh -16% and Rab9 promoter act 7%.
FC(F)(F)COc1cc(-c2nnc(SCc3ccccc3)n2Cc2ccco2)cc(OCC(F)(F)F)n1 was read as NPC1 prom act inconclusive, Giardia killer 16, RORg inh inconclusive, VP16 counter 10%, FBPA coupling cs -8, KCNH2 3.1 block 15, Tb PFK block -5%, ELG1 genotoxic -14%, FLuc counter 2%, uPA surface inh -9% and Rab9 promoter act -5%.
Screening CCOC(=O)c1ccccc1NC(=O)c1c(F)c(F)c(F)c(F)c1F returned NPC1 prom act 3%, Giardia killer 3, RORg inh inconclusive, VP16 counter -7%, FBPA coupling cs 2, KCNH2 3.1 block 8, Tb PFK block 13%, ELG1 genotoxic 10%, FLuc counter 1%, uPA surface inh -8% and Rab9 promoter act 0%.
Screening Cc1ccc(S(=O)(=O)NC2=NCN(CC(=O)O)CN2)cc1 returned NPC1 prom act -1%, Giardia killer 9, RORg inh -5%, VP16 counter 2%, FBPA coupling cs -1, KCNH2 3.1 block -6, Tb PFK block 1%, ELG1 genotoxic -3%, FLuc counter 0%, uPA surface inh 1% and Rab9 promoter act -6%.
`Cc1ccc(C)c(NC(=O)Cc2coc3cc4c(cc23)CCC4)c1` gave NPC1 prom act -1%, Giardia killer 1, RORg inh -1%, VP16 counter -18%, FBPA coupling cs -3, KCNH2 3.1 block 2, Tb PFK block 0%, ELG1 genotoxic 0%, FLuc counter 1%, uPA surface inh 12% and Rab9 promoter act -5%.
Screening O=C(CN1C(=O)NC(c2ccccc2)(c2ccccc2)C1=O)NCc1ccccc1 returned NPC1 prom act -4%, Giardia killer 13, KCNH2 3.1 block -5, Tb PFK block -1%, ELG1 genotoxic 2%, FLuc counter 3%, uPA surface inh 1% and Rab9 promoter act -6%.
For Cc1ccc2[nH]c3c(=O)n(CC(=O)Nc4ccccc4N4CCN(C)CC4)ncc3c2c1 the results were NPC1 prom act 0%, Giardia killer -27, RORg inh -18%, VP16 counter -3%, KCNH2 3.1 block 10, Tb PFK block -2%, ELG1 genotoxic -1%, FLuc counter 3%, uPA surface inh -29% and Rab9 promoter act 5%.

2 records picked at random from those above:
For COc1ccc2sc(N3C(=O)CC(Cc4cccc(C)c4)C3=O)nc2c1 (stereo unspecified) the results were NPC1 prom act -2%, Giardia killer -7, RORg inh inconclusive, VP16 counter -3%, FBPA coupling cs 3, KCNH2 3.1 block -15, Tb PFK block 0%, ELG1 genotoxic 0%, FLuc counter inconclusive, uPA surface inh 1% and Rab9 promoter act 3%.
`O=C(CC1C(=O)NCCN1C(=O)Nc1ccccc1)Nc1ccc2c(c1)OCO2` (stereo unspecified) gave NPC1 prom act 12%, Giardia killer -6, RORg inh 10%, VP16 counter 0%, FBPA coupling cs 1, KCNH2 3.1 block 5, Tb PFK block 3%, ELG1 genotoxic 2%, FLuc counter 17%, uPA surface inh 7% and Rab9 promoter act -3%.

Rows were taken by chance; 14% or so of the library scored in one or more.
